From PubChem BioAssay
UBC13 inh = UBC13 polyubiquitin chain formation inhibitors, primary screen, biochemical, TR-FRET, uHTS; Ubiquitin-conjugating enzyme E2 N (Homo sapiens), P61088; inhibition, % at 20 µM; 330,000 tested, 0.47% active; AID 485273, 2010; in the data active = inhibition above about 45%, passing the limit was not always enough
Target sequence (P61088 whole entry, looked up): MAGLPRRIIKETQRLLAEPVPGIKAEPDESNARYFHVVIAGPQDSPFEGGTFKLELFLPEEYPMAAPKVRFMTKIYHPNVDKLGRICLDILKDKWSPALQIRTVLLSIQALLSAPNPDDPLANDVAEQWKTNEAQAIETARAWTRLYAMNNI
APJ antag = antagonists of human apelin receptor APJ, primary screen, CHO-K1 cells, beta-arrestin complementation, luminescence; P35414; inhibition, % at 20 µM; 330,000 tested, 0.32% active; AID 2521, 2010;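 active = inhibition above about 40% at 20 µM, limit read from the data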;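 note: cells challenged with 10 nM apelin-13 agonist together with compound; plate controls were apelin-13 plus DMSO wells for no effect and DMSO wells lacking apelin-13 for full effect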
Gli-Sufu block = Gli-Sufu pathway antagonists, primary screen, luciferase luminescence, Sufu-KO-LIGHT cells, uHTS; Sufu-KO-LIGHT fibroblasts, Gli luciferase reporter luminescence; inhibition, % at 5 µM; 340,000 tested, 0.74% active; AID 588413, 2011;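 active = inhibition above about 55%, limit read from the data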;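 note: 0% = DMSO-treated cells and 100% = wells with medium but no cells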
Jurkat NFkB inh = inhibitors of induced NF-kB luciferase reporter, primary screen, TCR NF-kB activation inhibitor project, cell-based, luminescence, uHTS | Jurkat, PMA/ionomycin-induced NF-kB luciferase reporter | inhibition, % at 4 µM | 330,000 tested, 0.53% active | AID 435003, 2010; in the data active = inhibition above about 50%
697 NFkB inh = inhibitors of PMA/ionomycin-induced NF-kB reporter, 697 cells, primary screen, B-cell NF-kB inhibitor project, cell-based, luminescence, uHTS; 697 B-cell NF-kB luciferase reporter, 16 h; inhibition, % at 4 µM; 330,000 tested, 0.33% active; AID 435022, 2010; in the data active = inhibition above about 35%
CCR6 antagonist = CCR6 receptor antagonists, primary screen, cell-based, CHO-K1, luminescence, beta-arrestin, uHTS; C-C chemokine receptor type 6 (Homo sapiens), P51684; CHO-K1 CCR6 PathHunter beta-arrestin, CCL20-stimulated; inhibition, % at 20 µM; 340,000 tested, 0.49% active;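 active = compounds whose inhibition of the agonist-driven luminescence signal at 20 µM reaches about 50%, limit read from the data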;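 note: cells stimulated with CCL20 at 14 nM final; plate controls were DMSO with CCL20 for no effect and DMSO without agonist for full effect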
CXCR6 block = CXCR6 receptor inhibitors, primary screen, cell-based, beta-arrestin, luminescence, CHO-K1 PathHunter, 1536-well. 360,000 tested, 0.36% active. inhibition, % at 20 µM. C-X-C chemokine receptor type 6 (Homo sapiens), O00574. AID 602244, 2012; in the data active = inhibition above about 34%, passing the limit was not always enough;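 note: antagonist mode with CXCL16 agonist at 10 nM final; 0% = 10 nM CXCL16 with DMSO and 100% = unstimulated wells without agonist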
Target sequence (O00574 whole entry, looked up): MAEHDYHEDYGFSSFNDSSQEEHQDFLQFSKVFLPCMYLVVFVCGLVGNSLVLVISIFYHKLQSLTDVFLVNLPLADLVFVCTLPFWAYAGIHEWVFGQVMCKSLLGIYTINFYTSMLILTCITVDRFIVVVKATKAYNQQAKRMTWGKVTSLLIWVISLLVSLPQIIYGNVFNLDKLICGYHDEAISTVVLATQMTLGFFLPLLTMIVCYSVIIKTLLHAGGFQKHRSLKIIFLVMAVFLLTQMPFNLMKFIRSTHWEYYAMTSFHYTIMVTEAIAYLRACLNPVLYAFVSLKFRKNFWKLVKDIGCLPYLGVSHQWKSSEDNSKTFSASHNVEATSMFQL
EBI2 block = EBI2 receptor antagonists, beta-arrestin recruitment, primary screen, cell-based, luminescence, 7a,25-OHC stimulation, uHTS; G-protein coupled receptor 183 (Homo sapiens), P32249; 7a,25-OHC stimulated; inhibition, % at 5 µM; 360,000 tested, 0.81% active; in the data active = inhibition above about 38%;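 note: enzyme fragment complementation signal reports receptor beta-arrestin coupling in cells; 0% = agonist plus DMSO wells and 100% = wells without agonist; some results beyond the cut were filed as inactive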
Target sequence (P32249 whole entry, looked up, the tested form may be a part): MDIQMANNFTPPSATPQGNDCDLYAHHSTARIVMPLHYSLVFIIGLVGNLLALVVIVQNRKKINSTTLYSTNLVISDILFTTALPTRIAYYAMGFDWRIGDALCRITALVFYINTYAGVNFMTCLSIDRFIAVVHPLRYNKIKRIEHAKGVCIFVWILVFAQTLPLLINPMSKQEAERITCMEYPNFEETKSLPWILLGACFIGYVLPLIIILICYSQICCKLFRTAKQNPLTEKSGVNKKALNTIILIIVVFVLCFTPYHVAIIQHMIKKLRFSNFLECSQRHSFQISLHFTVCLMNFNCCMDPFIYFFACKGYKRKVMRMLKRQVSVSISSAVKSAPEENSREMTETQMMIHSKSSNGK
The depositor's hits bear a star; . = not tested or not shown.

structure	UBC13 inh	APJ antag	Gli-Sufu block	Jurkat NFkB inh	697 NFkB inh	CCR6 antagonist	CXCR6 block	EBI2 block
Cc1cccc(-n2c(SCC(=O)Nc3nnc(C)s3)nnc2-c2ccoc2C)c1	6	12	0	-7	17	1	3	-9
Cc1c(O)c2c(=O)n(-c3ccccc3)c(-c3ccccc3)cc2oc1=O	2	-2	6	-1	-11	0	-10	-2
COc1cc(NC(=O)c2ccc3c(c2)S(=O)(=O)N=C2CCCCCN23)cc(OC)c1	2	24	-4	-1	17	8	7	-9
COc1ccc(OCCC(=O)Nc2cc3c(cc2C(=O)O)OCCCO3)cc1	-1	12	-11	8	11	1	-3	8
COc1ccc(C)cc1N(CC(=O)N1CCCC1)S(C)(=O)=O	-2	-10	28	-6	-9	-8	2	-6
Cc1ccc(NC(=O)CN2C(=O)NC(C)(c3ccc(Cl)cc3)C2=O)c(Br)c1 (stereo not drawn)	3	17	4	9	-2	-2	0	1
COc1ccc(Cn2nnnc2C(c2cccs2)N2CCN(c3ccc([N+](=O)[O-])cc3)CC2)cc1 (stereo not drawn)	1	13	15	12	-24	18	10	20
Cc1ccc(/C=N/NC(=O)COc2ccccc2-c2ccccc2)cc1	.	.	46	.	.	-3	-3	-15
O=C(NNC(=O)c1cccs1)c1ccc(Cl)c(Cl)c1	-6	9	-15	-2	-4	17	15	-8
Cc1c(C(=O)NC(=S)Nc2ccc(N3CCOCC3)cc2)cccc1[N+](=O)[O-]	3	6	7	-11	-1	34	20	8
COc1ccccc1NS(=O)(=O)c1cc(NC(=O)c2sccc2C)ccc1N1CCCC1	-16	2	46	17	-12	0	3	3
CN1CCN(c2oc(-c3ccccc3Cl)nc2S(=O)(=O)c2ccccc2)CC1	3	5	14	-2	-22	16	6	-14
CCN(CC)C(=O)CSCC(=O)Nc1ccccc1	7	10	2	-13	10	4	-2	-8
CSCCC(NC(=O)C1CCC(C)CC1)C(=O)Nc1ccc(NC(C)=O)cc1 (stereo not drawn)	0	4	-14	11	-9	4	4	-8
O=C(Cn1nnc2ccccc21)c1ccc(Cl)cc1	2	1	-3	-13	-1	1	-4	-12
CC(C)Cn1c(N)c(C(=O)COC(=O)c2cnccn2)c(=O)n(C)c1=O	-4	-44	-2	13	21	12	-4	-8
O=C(CSc1cccc[n+]1[O-])Nc1ccc(N2CCOCC2)cc1	-12	4	.	1	5	.	.	.
O=C(c1ccc(Cl)c(S(=O)(=O)N2CCCCCC2)c1)N1CCN(CCO)CC1	-2	11	-5	5	-3	-10	7	-8
CCCN(CCC)S(=O)(=O)c1cccc(C(=O)Nc2ccc3c(c2)OCO3)c1	-9	17	-10	-21	-16	18	-2	18
COc1ccccc1C(C)NCC(=O)NCc1ccc(C)cc1 (stereo not drawn)	2	5	2	-3	5	8	-5	0
Nc1nonc1-c1noc(N2CCCCC2)n1	-2	-2	-27	-45	-54	7	-19	6
O=c1[nH]cnc2c1C(c1ccc(Cl)cc1)c1c(nc[nH]c1=O)O2	-2	5	8	-5	-19	9	-2	-7
COC(=O)C1=CN(C)C=C(C(=O)OC)C1c1ccc(O)c(OC)c1	2	3	-3	14	12	-14	0	-11
CCOC(=O)c1cc(C)nc(S(C)(=O)=O)c1C#N	5	-3	1	9	-2	-15	3	-22
Cc1c(Cl)ccc2sc(NC(=O)c3ccco3)nc12	1	-5	-107	-113	-165	3	-6	-3
O=C1c2ccccc2NC(c2ccccc2)N1NS(=O)(=O)c1ccccc1 (stereo not drawn)	10	19	-4	-1	14	3	3	-6
CN(C(=O)c1cccc(NC(=O)Cc2ccc(NC(=O)C3CCCN(C(=O)C4CCC4)C3)cc2)c1)C1CC1 (stereo not drawn)	.	.	5	.	.	-9	-9	-6
COc1ccc(C2CC(c3cccs3)=NN2C(=O)CSc2nncn2C)cc1OC (stereo not drawn)	-4	0	-1	6	2	10	-10	0
COc1ccc(S(=O)(=O)N2CCN(C(=O)c3cccnc3)CC2)cc1OC	1	6	6	0	15	3	4	-15
Cc1cc(SCC(=O)N/N=C/c2ccc(O)c(O)c2)c(C)cc1Br	4	-11	18	6	-36	4	-2	4
C=C1SC(=Nc2c(C)cc(C)cc2C)N(C(=O)c2sc3ccccc3c2Cl)C12CCCCC2	-20	6	-22	5	-8	-7	2	18
CC(C)(C)NC(=O)C(=O)NCc1ccccn1	0	7	-9	10	-15	6	4	-9
CCOC(=O)c1[nH]c2ccc(F)cc2c1NC(=O)CCN1CCOCC1	-5	19	0	17	9	1	-5	1
CCC(C)(C(=O)NC1CCCCC1)N(C(=O)Cc1cccs1)c1ccccc1 (stereo not drawn)	16	-1	4	-6	14	12	-5	14
O=C(c1ccc2c(=O)n(Cc3ccc4c(c3)OCO4)c(=O)[nH]c2c1)N1CCN(c2ccccc2)CC1	8	-17	16	14	14	-13	2	3
CC(=O)c1c(C(C)=O)c(C)n(C2CCCCC2)c1C	3	12	3	12	4	4	-10	-1

The final two compounds of the section before open the next one.
structure	UBC13 inh	APJ antag	Gli-Sufu block	Jurkat NFkB inh	697 NFkB inh	CCR6 antagonist	CXCR6 block	EBI2 block
O=C(c1ccc2c(=O)n(Cc3ccc4c(c3)OCO4)c(=O)[nH]c2c1)N1CCN(c2ccccc2)CC1	8	-17	16	14	14	-13	2	3
CC(=O)c1c(C(C)=O)c(C)n(C2CCCCC2)c1C	3	12	3	12	4	4	-10	-1
COC(=O)c1c(NC(=O)c2cccc([N+](=O)[O-])c2)sc(C(N)=O)c1C	14	7	-16	16	39*	-31	-8	0
O=C(CN1N=C(c2ccc(Cl)cc2)CCC1=O)NCc1cccnc1	3	6	-4	0	-16	-3	-2	0
Cc1ccc(C(=O)C(C(=O)/C=C/c2ccccc2)=C2SCCCS2)cc1	-11	20	17	-1	-52	32	27	17
CN1CCc2c(sc(NC(=O)c3ccco3)c2C(N)=O)C1	0	10	-5	9	-37	9	4	6
N#CCS(=O)(=O)c1ccccc1	-7	-12	-4	-11	-5	-9	-21	-12
O=C(O)COc1ccc(NC(=O)c2ccc3c(c2)C(=O)N(C2CCCCC2)C3=O)cc1	.	.	4	.	.	8	-11	0
COc1ccc(C2C3=C(CCCC3=O)Nc3nc(SCc4ccccc4)nn32)cc1OC (stereo not drawn)	5	9	10	11	-4	4	4	-8
O=C(N/N=C/c1ccco1)c1cc(-c2ccccc2)nc2ccccc12	-20	17	46	6	-15	11	8	3
COC(=O)C1C(=O)C2=C(CC1C)NC(C)=C(C(=O)OC1CCCCC1)C2c1ccc(N(C)C)cc1 (stereo not drawn)	-2	9	-25	19	-4	18	14	-5
Cc1nn(C(C)C(=O)NCC2CCCO2)c(C)c1[N+](=O)[O-] (stereo not drawn)	-1	0	8	-4	18	5	-6	-6
N=c1c2c3c(sc2nc2n1CCCCC2)CCCCC3	2	-7	0	-56	-70	15	5	3
Cc1ccccc1OCC(=O)Nc1ccc(S(=O)(=O)Nc2onc(C)c2C)cc1	-1	2	3	-10	-12	4	-4	-3
Cn1ccnc1/C(=N\NC(=O)c1ccc(O)cc1)c1cccc([N+](=O)[O-])c1	12	4	0	11	19	-3	3	-10
CC/C(=N\Nc1ccccc1[N+](=O)[O-])c1ccc(O)cc1	-80	31	14	5	-50	40	33	20
CCOC(=O)NC(=O)CSc1nc2ccc([N+](=O)[O-])cc2[nH]1	-8	11	-1	6	0	10	-5	-5
CC(C)Cn1c(CCC(=O)O)ccc1-c1cccs1	9	4	-4	9	-1	-5	-3	-13
CCCCOC(=S)NC(=O)c1sc2ccccc2c1Cl	9	10	-18	-4	14	20	14	-8
CCn1c(SCC(N)=O)nc2ccccc2c1=O	5	-22	-1	-15	-34	-7	-1	-2
CN(CC(=O)NCCc1ccccc1)S(=O)(=O)c1ccc(Br)s1	-2	-12	-5	-14	-23	1	-2	-4
CCCCN(CCCNC(=O)c1ccc2nc(N3CCOCC3)sc2c1)Cc1ccccc1	11	-1	19	-43	-42	11	1	10
O=C(NCCCN1CCOCC1)c1ccc2c(=O)n(CCc3ccccc3)c(=O)[nH]c2c1	3	-17	3	-3	-32	10	-4	-1
C#Cc1ccc(CN2CCC(Oc3cc(C(=O)NC4CC4)ccc3OC)CC2)cc1	1	2	30	18	1	12	5	4
Nc1nc2ccccc2n1CCOc1ccccc1Cl	27	9	-11	21	-13	8	-6	-6
Cc1ccc(S(=O)(=O)N2CCN(C(=O)COC(=O)/C=C/c3ccc([N+](=O)[O-])cc3)CC2)c(C)c1	-17	4	5	-5	1	7	-10	0
COc1ccc(C(=O)NCC(c2ccccc2)N2CCCC2)cc1S(=O)(=O)N1CCOCC1 (stereo not drawn)	5	4	2	-7	-8	7	2	-11
CC(C)=CCC/C(C)=C/CNC(=O)C[C@H]1C[C@H](C(=O)N2CCOCC2)[C@@]2(C)c3[nH]c4cc(CCC(=O)N(C)C)ccc4c3CCN2C1=O	.	.	58*	.	-1	6	6	6
CC1CN(C(=S)SCCN2C(=O)CCC2=O)CC(C)O1 (stereo not drawn)	-1	8	-1	-11	17	-1	-6	-9
Cc1nc2ccccc2c2oc(C(=O)NCc3ccccn3)cc12	5	17	8	9	16	-7	-11	13
C/C(=N\N=c1/sc2ccccc2n1C)c1ccccn1	-5	1	-19	-39	-49	-5	0	7
COc1cc(Cl)c(C)cc1NC(C)C(=O)Nc1cc(C(F)(F)F)ccc1N1CCOCC1 (stereo not drawn)	3	-2	10	8	2	7	-2	20
Nn1c(CSc2nc3ccccc3o2)nnc1CSc1nc2ccccc2o1	9	17	94*	8	-1	8	3	-2
CC(Sc1nc(N)cc(N)n1)C(=O)NCC1CCCO1 (stereo not drawn)	-2	9	-2	-3	11	-1	-5	-16
O=S(=O)(c1cccc(-c2nnc(SC(F)F)n2-c2ccccc2)c1)N1CCCCC1	2	9	-2	4	-11	-20	5	7
